TDP1 inh – qHTS Assay for Inhibitors of Tyrosyl-DNA Phosphodiesterase (TDP1). Tyrosyl-DNA phosphodiesterase 1 (Homo sapiens), Q9NUW8. recombinant TDP1, AlphaScreen DNA substrate cleavage. Potency, µM (top dose mostly 130 µM), inactives show top-dose activity change, negative = inhibition, usual class: inhibitors. 0.28% of 350,000 active. AID 485290, 2010; also: nearly all actives have a fitted effect of over 40% in size
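Enzyme-compound mixtures sat 15 min at room temperature, followed by a 5 min reaction with 15 nM final substrate and 10 min with AlphaScreen beads. Recombinant human Tdp1 was used at 1 nM final.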
DT40 TDP1 no CPT – qHTS for Inhibitors of human tyrosyl-DNA phosphodiesterase 1 (TDP1): qHTS in cells in absence of CPT; DT40 Tdp1-/- hTDP1 cells, no CPT, ATP luminescence, 48 h; Potency, µM (highest dose often 46.2 µM), without a hit: at the top dose activity change, negative = growth inhibition, hits mostly inhibitors; 15% of 420,000 active; AID 686978, 2013; also: nearly all actives have a fitted effect of over 55% in size
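No-CPT arm: Tdp1-/-;hTDP1 DT40 cells (400/well) plus compounds, incubated ≥48 hr at 37 °C. Readout CellTiter-Glo luminescence.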
KAT2A inh – qHTS Assay for Inhibitors of GCN5L2; Histone acetyltransferase KAT2A (Homo sapiens), Q92830; GCN5L2 HAT assay, ThioGlo1 CoA-SH fluorescence; Potency, µM (series often up to 58.9 µM), without a hit: at the highest dose activity change, negative = inhibition, hits mostly inhibitors; 0.21% of 390,000 active
Target sequence (Q92830 whole entry, looked up): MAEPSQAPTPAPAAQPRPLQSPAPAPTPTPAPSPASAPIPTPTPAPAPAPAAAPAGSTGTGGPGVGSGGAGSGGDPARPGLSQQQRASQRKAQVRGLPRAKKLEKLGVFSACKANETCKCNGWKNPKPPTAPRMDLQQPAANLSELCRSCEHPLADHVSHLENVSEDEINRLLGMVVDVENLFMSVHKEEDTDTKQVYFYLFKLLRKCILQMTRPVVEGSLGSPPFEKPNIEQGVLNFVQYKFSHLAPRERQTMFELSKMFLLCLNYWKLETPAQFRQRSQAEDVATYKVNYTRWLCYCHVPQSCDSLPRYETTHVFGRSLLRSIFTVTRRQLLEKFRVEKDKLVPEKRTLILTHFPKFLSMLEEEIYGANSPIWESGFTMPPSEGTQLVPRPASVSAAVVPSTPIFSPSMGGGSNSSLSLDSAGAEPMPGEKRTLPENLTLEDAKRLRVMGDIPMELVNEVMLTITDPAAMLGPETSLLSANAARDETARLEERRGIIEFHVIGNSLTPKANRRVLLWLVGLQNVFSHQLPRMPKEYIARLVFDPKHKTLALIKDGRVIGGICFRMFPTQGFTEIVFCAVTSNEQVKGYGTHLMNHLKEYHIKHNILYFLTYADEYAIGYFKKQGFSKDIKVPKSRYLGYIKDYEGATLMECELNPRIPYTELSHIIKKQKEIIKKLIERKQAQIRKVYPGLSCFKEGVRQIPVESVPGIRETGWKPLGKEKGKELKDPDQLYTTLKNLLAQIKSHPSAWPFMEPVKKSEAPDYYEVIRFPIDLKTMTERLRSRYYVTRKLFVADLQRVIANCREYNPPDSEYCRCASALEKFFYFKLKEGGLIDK
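GCN5L2 (20 nM) in 50mM HEPES pH 7.5, 0.1mM EDTA, 0.01% Tween-20 preincubated 15 min with compounds at room temperature. Reaction started with H3(1-25) 75uM, acetyl-CoA 70uM, ThioGlo1 50uM; CoA-thiol fluorescence (Ex340/Em540) read at 0 and 20 min.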
* = called active by the depositor; u = inconclusive; x = not tested or not shown; & = joins results of further samples; [ ] = another dose, or the depositor's remark. Calls follow the shape of the dose curve; as a rule, active = well fitted curve in the direction sought with a large enough effect; inconclusive = small, poorly fitted or top-dose-only effect, or another doubt; inactive = no such curve, though single readings can be large; an effect the other way counts as inactive or inconclusive. % is scaled to controls: 0 for no effect and ±100 for the full control effect; potency is read from the fitted curve at half-maximal effect.

compound | TDP1 inh | DT40 TDP1 no CPT | KAT2A inh
O=C(NCCc1ccc(Cl)cc1)c1ccc(Cn2c(=O)c3cccn3c3cccnc32)cc1 | -7.7% | 14.6µM* | -0.2%
Cc1nn(C)c(C(=O)NNC(=O)NC2CCCCC2)c1Cl | 4.0% | -5.7% | 4.1%
COC(=O)[C@@H](NC(=O)O[C@@H]1C(=O)c2ccc(OC)cc2O[C@H]1c1cccc(C(F)(F)F)c1)C(C)C | 5.6%&0.0% | x | -10.5%
Cc1nnc2ccc(N3CCC4(CC3)OCCO4)nn12 | 4.6% | 2.7% | 0.7%
Clc1ccc(-c2nc3cnccn3c2Nc2ccc3c(c2)OCO3)cc1 | 12.0% | 20.6µM* | -13.1%
CCOC(=O)C1CCCN(C(=O)C2CCN(c3nnc(-n4cccc4)s3)CC2)C1 (centres undefined) | 2.6% | -25.4% | -3.4%
Cc1n[nH]c(C)c1S(=O)(=O)N1CCCC(C(=O)NCc2cccs2)C1 (centres undefined) | 1.0% | 3.6% | -1.9%
Cc1ccc(S(=O)(=O)N(CC(=O)N2CCCCCC2)c2ccccc2)cc1 | 7.9% | u | 2.2%
CSc1nc(-c2ccccc2)c(-c2ccccc2)[nH]1 | 4.0% | u | 2.7%
CC1(C)CC(=O)C(C=Nc2cccc(/N=C/C3=C(O)CC(C)(C)CC3=O)n2)=C(O)C1 | 4.0% | x | -7.3%
CN(C)CCNC(=O)c1ccc2nc(Cc3ccccc3)oc2c1 | -3.0% | u | 2.7%
COc1ccccc1Cn1c(=S)[nH]c2cc(C(=O)N3CCN(c4ccccc4OC)CC3)ccc2c1=O | 0.2% | 0.4% | -16.8%
Cc1ccc(COc2ccsc2-c2n[nH]c(=S)n2C)cc1 | -1.9% | 2.3% | 24.0%
C=CC[C@@H](CC(=O)N(CCO)Cc1ccccc1)C(=O)N[C@@H](C)COC(=O)[C@@H](CC=C)Cc1ccc(F)cc1 | -2.0% | 16.4µM* | 2.0%
COCCCNC(=O)c1cn(CCOC)c(=O)c2c1c1ccccc1n2C | 4.5% | -4.9%&-7.2% | -2.7%&0.7%
CN1CCN(C2CC(=O)N(c3ccc4c(c3)OCCO4)C2=O)CC1 (centres undefined) | 1.0% | -3.2% | -8.2%
COc1ccc(C(=O)Nc2ccc3nc(N4CCCCC4)cc(C)c3c2)c(OC)c1 | -2.9%&5.5% | u | -3.5%&-3.1%
Cc1cccc(N2CC(c3nc4ccc(C)cc4[nH]3)CC2=O)c1 (centres undefined) | 10.1% | u | -7.4%
CCCn1c(N)c(C(=O)COC(=O)CNC(=O)c2ccccc2OCC)c(=O)[nH]c1=O | 0.4% | -14.0% | -3.4%
CCc1ccc(CN(C(=O)c2cc3ccccc3oc2=O)C2CCS(=O)(=O)C2)cc1 (centres undefined) | 1.1%&0.0% | -19.0%&-25.7% | -4.4%&2.5%
CN(C(=O)CSc1nnc(-c2ccncc2)n1C)C1CCS(=O)(=O)C1 (centres undefined) | 1.0% | -23.4% | -0.4%
Cc1cc(N/N=C/c2ccc(N(C)C)cc2)nc(NCc2ccccc2)n1 | x | 5.8µM* | -7.8%
Cc1ccc2nc(-c3ccccc3)cc(C(=O)NNC(=O)c3csc(N4CCOCC4)n3)c2c1 | 1.9% | u | -7.9%
O=P(Cc1cc[n+]([O-])cc1)(c1ccccc1)c1ccccc1 | 0.0% | -4.8% | 4.1%
O=C(NCc1ccccn1)c1c(O)c2cccc3c2n(c1=O)CC3 | 8.4% | u | -4.3%

Profiles from above:
Cc1nnc2ccc(N3CCC4(CC3)OCCO4)nn12 is listed as TDP1 inh = 4.6%; DT40 TDP1 no CPT = 2.7%; KAT2A inh = 0.7%
CCCn1c(N)c(C(=O)COC(=O)CNC(=O)c2ccccc2OCC)c(=O)[nH]c1=O is listed as TDP1 inh = 0.4%; DT40 TDP1 no CPT = -14.0%; KAT2A inh = -3.4%

The main list resumes, starting seven compounds before the break.
compound | TDP1 inh | DT40 TDP1 no CPT | KAT2A inh
CCCn1c(N)c(C(=O)COC(=O)CNC(=O)c2ccccc2OCC)c(=O)[nH]c1=O | 0.4% | -14.0% | -3.4%
CCc1ccc(CN(C(=O)c2cc3ccccc3oc2=O)C2CCS(=O)(=O)C2)cc1 (centres undefined) | 1.1%&0.0% | -19.0%&-25.7% | -4.4%&2.5%
CN(C(=O)CSc1nnc(-c2ccncc2)n1C)C1CCS(=O)(=O)C1 (centres undefined) | 1.0% | -23.4% | -0.4%
Cc1cc(N/N=C/c2ccc(N(C)C)cc2)nc(NCc2ccccc2)n1 | x | 5.8µM* | -7.8%
Cc1ccc2nc(-c3ccccc3)cc(C(=O)NNC(=O)c3csc(N4CCOCC4)n3)c2c1 | 1.9% | u | -7.9%
O=P(Cc1cc[n+]([O-])cc1)(c1ccccc1)c1ccccc1 | 0.0% | -4.8% | 4.1%
O=C(NCc1ccccn1)c1c(O)c2cccc3c2n(c1=O)CC3 | 8.4% | u | -4.3%
CCOC(=O)Cc1csc(NS(=O)(=O)c2ccc(SC)cc2)n1 | -3.7% | 3.6% | -13.6%
COc1ccc2nc(NC3=NC(c4ccccc4)CC(=O)N3)nc(C)c2c1 (centres undefined) | 5.8% | 13µM* | 1.8%
Cc1cc(NC(=O)COC(=O)c2c(Cl)cccc2Cl)no1 | 1.8% | -13.0% | 0.7%
CC1S/C(=C(\C#N)C(N)=O)N(c2ccc(F)cc2)C1=O (centres undefined) | -3.1% | -0.8% | 23.3%
CCOC(=O)CCCNC(=O)COC(=O)[C@@H]1CCCN1S(=O)(=O)c1ccc(Cl)cc1 | 8.2% | -24.1% | -12.0%
Cc1ccc(CN2CCSc3ccc(C(=O)N4CCN(c5ccccc5)CC4)cc32)cc1 | 3.8% | -24.3% | 0.2%
OCCOc1ccc(CN2CCN(CCCc3ccccc3)C(CCO)C2)cc1 (centres undefined) | 0.7% | 4.9% | -1.1%
COc1ccccc1-c1nc2s/c(=C\c3cccs3)c(=O)n2n1 | -2.3% | -12.8% | -11.3%
Cc1nc2ccccc2c(=O)n1NC(=O)c1cc(Br)ccc1Cl | 3.1% | 24.5% | 28.8%
COc1ccccc1NC(=O)C1=C(C)Nc2nc3ccccc3n2C1c1cccc(Br)c1 (centres undefined) | 10.0% | u | -12.2%
Cc1ccc(C(=O)N/C(=C/c2ccco2)C(=O)N2CCCCCC2)cc1 | x | -26.1% | -7.5%
COCCn1c(SCC(=O)N2CC(=O)Nc3ccccc32)nnc1-c1ccoc1C | -2.5%[56.1 µM] | -8.7% | 2.4%
O=C(CN1CCN(S(=O)(=O)c2ccc(Cl)cc2)CC1)c1ccc(O)c(O)c1 | 0.4% | 8.2µM* | u
CC1(C)Oc2ccc3ccc(=O)oc3c2CC1O (centres undefined) | 10.9%[56.1 µM] | 25.2%&-28.2% | -5.3%&-4.5%
Cc1cc(C)nc(NC(=O)Nc2ccc3c(c2)OCO3)c1 | 7.9% | u | 1.8%
CCCc1cc(=O)[nH]c(/N=C(\N)Nc2ccccc2)n1 | 5.4% | -21.4% | -4.7%
CC(C)(C)SCCNC(=O)/C=C/c1ccccc1 | -1.4% | -5.8% | -2.4%
CC(C)Cn1nc(NS(=O)(=O)c2cccc3nonc23)c2cc3ccccc3nc21 | 7.9% | -7.7% | -2.7%
COc1ccccc1NS(=O)(=O)c1cc(NC(=O)CC(C)(C)C)ccc1N1CCOCC1 | -1.3% | u | -19.0%
CCOc1ccc(NC(=S)N2CCN(S(=O)(=O)c3ccccc3)CC2)cc1 | 5.0% | -10.5% | -5.6%
COc1cccc(NC(=O)CN(C)C(=O)Cc2cccc3ccccc23)c1 | -4.4% | 10.5% | 3.5%
Cc1ccc(-n2c(=O)c3ccc(C(=O)NCc4ccccc4Cl)cc3n(CC(N)=O)c2=O)cc1 | 0.0% | u | -6.6%
Cc1ccnc(SCc2cc(=O)c(OC(=O)c3cc([N+](=O)[O-])ccc3Cl)co2)n1 | -13.7% | -18.8% | -4.0%
CCOC(=O)c1c(-c2ccccc2)csc1NC(=O)c1cc(-c2ccc(Cl)cc2)on1 | 0.9% | -9.7% | 3.1%
C=CCn1c(CCCNC(=O)C(C)(C)C)nc2ccccc21 | 2.1% | u | -18.1%
Clc1ccccc1CN1CCN(/N=C/c2ccncc2)CC1 | -2.4% | 16.4µM* | 3.1%
Cc1ccc(N2C(=O)C3NN=C(C(=O)OCc4ccccc4)C3C2=O)cc1 (centres undefined) | 3.1% | -5.0% | -4.8%
CCS(=O)(=O)N1CCC(NC(=O)C(Cc2cc(OC)ccc2OC)NC(C)=O)CC1 (centres undefined) | x | -3.8% | -1.1%
CSc1ccccc1NC(=O)c1ccccc1N(C)S(C)(=O)=O | 4.4% | 5.5% | -4.0%
CSc1ccc(S(=O)(=O)Nc2c(C)n(C)n(-c3ccccc3)c2=O)cc1 | x | 9.6% | 0.8%

A draw from above in order of length of the SMILES, lowest first:
compound | TDP1 inh | DT40 TDP1 no CPT | KAT2A inh
C=CCn1c(CCCNC(=O)C(C)(C)C)nc2ccccc21 | 2.1% | u | -18.1%
CCOC(=O)c1c(-c2ccccc2)csc1NC(=O)c1cc(-c2ccc(Cl)cc2)on1 | 0.9% | -9.7% | 3.1%
CCCn1c(N)c(C(=O)COC(=O)CNC(=O)c2ccccc2OCC)c(=O)[nH]c1=O | 0.4% | -14.0% | -3.4%

Screening data from PubChem BioAssay.

These rows are one share of the data, so the mix of outcomes need not match the whole.
